Source: PubChem BioAssay
BaF3 tox – counter-screen for JAK2V617F inhibitors: parental Ba/F3 viability inhibitors; CellTiter-Glo ATP luminescence; inhibition, % at 5.6 µM; 1.1% of 220,000 active;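 active means inhibition above a per-campaign cutoff, the mean inhibition of all tested compounds plus 3 SD, cut at about 27% in these data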;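 further: 0% = DMSO wells and 100% = JAK Inhibitor I control wells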
EP2 modulator – modulates human prostaglandin E2 receptor EP2 signaling; EP2-expressing cells, cAMP HTRF FRET, PGE2 co-stimulation; induction, % at 25 µM; 0.83% of 260,000 active; AID 940;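 active means compounds whose cAMP rise, as percent of the full-agonist control response, exceeds 60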;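 further: rat C6 glioma line stably carrying human EP2 under a CMV promoter; the protocol text gives 20 µM as final concentration; 100% = response of wells given 1 µM PGE2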
Target sequence (P43116 whole entry, looked up): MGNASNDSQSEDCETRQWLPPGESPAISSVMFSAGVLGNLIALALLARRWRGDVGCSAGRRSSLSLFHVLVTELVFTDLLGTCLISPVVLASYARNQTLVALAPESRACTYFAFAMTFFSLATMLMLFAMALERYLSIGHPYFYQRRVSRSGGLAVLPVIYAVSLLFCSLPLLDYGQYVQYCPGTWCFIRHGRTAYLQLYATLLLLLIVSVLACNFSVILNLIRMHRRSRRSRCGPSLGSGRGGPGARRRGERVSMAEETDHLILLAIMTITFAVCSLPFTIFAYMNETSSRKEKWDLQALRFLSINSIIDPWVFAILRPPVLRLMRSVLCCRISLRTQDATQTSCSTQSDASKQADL
TRPN1 ag – agonists of zebrafish TRPN1 channel | 0.18% of 220,000 active | AID 1424 | activation, % at 3 µM | HEK293 zebrafish TRPN1-YFP, Fluo-8 calcium fluorescence; 100% = response to 87 µM carbachol;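 active means activation above its plate's cutoff, the mean activation of test wells on that plate plus 3 SD, cut at about 19% in these data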;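 further: 0% = DMSO alone and 100% = 87 µM carbachol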
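Material: zebrafish TRPN1-YFP in HEK293 cells; Doses: single test compound dose, 3 µM nominal, 0.3% DMSO; Timing: dye loading 1 h at 37 °C, then 30 min room temperature; Technique: intracellular calcium fluorescence with Fluo-8; Benchmarks: high carbachol 87 µM, low DMSO alone.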
S1P4 ag – agonists of human S1P4 receptor. activation, % at 4.98 µM. 0.35% of 220,000 active. O95977. S1P4-expressing cell line, agonist reporter assay; in the data active means activation above about 11%;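 further: 0% = DMSO vehicle and 100% = reference agonist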
TRPML3 agonist – human mucolipin-3 channel agonism. Q8TDD5. HEK293 TRPML3-YFP, Fluo-8 calcium fluorescence; 100% = the carbachol control signal. activation, % at 3 µM. 0.29% of 220,000 active;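 active means activation above its plate's cutoff, the mean activation of the plate's test wells plus 3 SD, cut at about 12% in these data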;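 further: 0% = DMSO only wells and 100% = carbachol wells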
Target sequence (Q8TDD5 whole entry, looked up): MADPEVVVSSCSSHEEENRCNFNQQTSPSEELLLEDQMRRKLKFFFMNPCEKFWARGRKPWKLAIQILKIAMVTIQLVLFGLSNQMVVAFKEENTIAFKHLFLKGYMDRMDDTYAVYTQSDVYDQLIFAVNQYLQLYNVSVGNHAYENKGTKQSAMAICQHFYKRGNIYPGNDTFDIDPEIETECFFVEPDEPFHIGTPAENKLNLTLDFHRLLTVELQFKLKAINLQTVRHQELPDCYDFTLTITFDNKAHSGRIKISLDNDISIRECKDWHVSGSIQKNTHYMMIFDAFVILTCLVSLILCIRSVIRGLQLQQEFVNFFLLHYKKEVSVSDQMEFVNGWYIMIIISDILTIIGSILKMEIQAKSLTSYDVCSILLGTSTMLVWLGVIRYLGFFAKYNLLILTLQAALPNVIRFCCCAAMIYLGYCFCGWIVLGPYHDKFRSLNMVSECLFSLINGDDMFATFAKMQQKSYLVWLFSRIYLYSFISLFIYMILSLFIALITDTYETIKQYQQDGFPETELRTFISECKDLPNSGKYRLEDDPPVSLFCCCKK
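Test system: HEK293 cells stably carrying human TRPML3-YFP; Doses: single dose, 3 µM final nominal compound, 0.3% DMSO final; Schedule: dye loading 1 h 37 °C then 30 min ambient, 125 s read; Technique: Fluo-8 calcium fluorescence; Benchmarks: high control carbachol 87 µM, low control DMSO.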
S1P4 antagonist – blocks the human S1P4 receptor | O95977 | S1P4-expressing cells, antagonist mode, reporter read-out | inhibition, % at 4.98 µM | 0.26% of 220,000 active | AID 1510; in the data active means inhibition above about 29%;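 further: 0% = wells stimulated with agonist and 100% = vehicle wells without agonist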
m-calpain inh – inhibitors of pig calpain II | purified calpain II, fluorogenic peptide substrate, 30 min | inhibition, % at 16 µM | 0.37% of 220,000 active | AID 1236;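 active means inhibition above about 50%, limit read from the data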
Ba/F3 V617F tox – reduce viability of Ba/F3 cells dependent on JAK2V617F. AID 1446. inhibition, % at 5.6 µM. 1.1% of 220,000 active. Ba/F3 EpoR-JAK2V617F viability, ATP luminescence;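 active means inhibition above the campaign mean plus 3 SD over all tested compounds, cut at about 24% in these data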;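 further: cytokine-independent growth of Ba/F3 cells driven by EpoR plus mutant JAK2; 0% = DMSO-treated cells and 100% = JAK inhibitor I control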
PERK inhibitor – human PERK inhibition, primary cell-based screen; Q9NZJ5; CHO PERK-DD fusion, SEAP luminescence translation reporter; inhibition, % at 5.6 µM; 0.17% of 220,000 active; AID 1416;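 active means inhibition above the mean inhibition of all tested compounds plus 3 SD, set separately per screening campaign, cut at about 2.9% in these data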;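 further: PERK kinase domain activated by AP20187 dimerizer at 100 nM; 0% = DMSO with dimerizer and 100% = rapamycin at 8.4 µM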
An asterisk follows results filed as active; i = inactive; & = joins results of further samples.

SMILES	BaF3 tox	EP2 modulator	TRPN1 ag	S1P4 ag	TRPML3 agonist	S1P4 antagonist	m-calpain inh	Ba/F3 V617F tox	PERK inhibitor
CC(C)Cc1nnc(NS(=O)(=O)c2ccc(Cl)cc2)s1	2	0	-0.3	-2.1	0.2	1	-30	-2	0.5
CCc1n(CC(O)COCC2CC=CCC2)c2ccccc2[n+]1C (stereo not given)	35*	24	1.1	2.4	0.3	-5	-34	26*	0.8
O=C(c1cnc2ccc3ccccc3c2c1)c1cc(F)ccc1O	16	-22	1.4	1.0	1.0	-7	20	26*	-0.8
O=C(Cn1c(O)c(/C=C2\C=Nc3ccc(Br)cc32)sc1=O)N1CCCC1	7	-39	0.2	0.7	1.1	3	-42	1	-0.3
Cc1c(NC(=O)Cn2nc(C(=O)O)c3ccccc3c2=O)c(=O)n(-c2ccccc2)n1C	4	29	-0.1	-1.0	-0.1	-19	-39	-3	1.0
Nc1nc(CN2CCCCCC2)nc(Nc2ccc(F)cc2)n1	5	7	8.4	-0.4	1.1	-26	-6	4	-0.8
Clc1ccc(-c2nnc(CCc3ccccc3)o2)c(Cl)c1	0	17	-2.0	0.9	-1.1	-9	23	1	0.7
Cc1ccc(-n2nc(CN3CCOCC3)c(-c3ccccc3)c2N)c(C)c1	5	-1	0.0	-0.6	-0.1	-10	-4	-1	0.3
CCn1c(C)nc2cc(C(=O)OC(C(F)(F)C(F)F)C(F)(F)C(F)F)ccc21	-1	-23	1.5	0.3	0.8	-19	-35	-6	-0.1
CCn1c(CNc2ccc(F)cc2)nnc1SCC(=O)N1CCCc2ccccc21	6	10	2.0	-0.4	-0.3	-5	4	-2	0.2
O=C(NCC1CCCCC1)C12CN(Cc3ccccc3)CC1C(c1cccc([N+](=O)[O-])c1)=NO2 (stereo not given)	3	24	0.7	0.2	0.2	-26	-75	-1	-1.3
CCc1c(C(=O)Nc2ccc(OC)cc2)[nH]c(C)c1C(C)=O	3	-8	0.3	3.2	0.0	-17	-10	-1	1.0
Cc1nc2c(=O)n(C)c(=O)n(C)c2nc1Cl	9	3	-1.3	-0.1	0.0	49*	14	39*	0.0
O=C(N/N=C/c1ccncc1)c1cnccn1	-2	-9	0.5	2.0	1.7	0	7	-3	1.5
CCOC(=O)C1(CCCc2ccccc2)CCN(C(=O)c2cc(C)nc(C)n2)CC1	4	31	0.8	1.4	0.6	-15	-16	-1	0.3
COc1ccccc1-n1cnnc1SCC(=O)N1CCN(C(=O)c2ccco2)CC1	2	23	0.3	0.3	0.4	-21	-14	-4	0.3
Brc1cc(Br)c2nc(-c3ccc(N4CCOCC4)cc3)ccc2c1	5	18	0.7	-0.4	0.4	-2	-68	2	-0.5
COc1ccc(/C(O)=C/c2nc3ccc(C(=O)NCCc4cccc(C)c4)cc3[nH]c2=O)cc1OC	0	3	-0.9	4.0	0.2	-13	-108	-3	0.6
CC(=O)N1CCC2(CC1)CC(=O)c1cc(OCC(=O)NCc3ccco3)ccc1O2	4	0	-1.1	0.3	0.2	0	i	-3	1.0
CCC1CCC(C(=O)NNC(=O)c2cc(-c3ccco3)[nH]n2)CC1 (stereo not given)	4	-15	-0.4	2.1	0.1	-9	15	-5	0.7
Cc1[nH]c(=O)[nH]c(=O)c1S(=O)(=O)NCCc1ccc(S(N)(=O)=O)cc1	4	-8	-0.6	-1.4	1.3	-7	-5	-4	1.2
C=CCc1ccc(OCC(O)COc2ccc(CC=C)cc2OC)c(OC)c1	5	-27	-0.3	-1.6	0.6	-1	40	6	-0.7
CCOC(NC(=O)c1ccccc1)C(NC(=O)c1ccccc1)OCC (stereo not given)	3	-1	-1.2	-1.2	0.1	-17	-38	-2	0.0
COc1cccc(Nc2nc(N)c([N+](=O)[O-])c(NCc3ccco3)n2)c1	0	24	-2.3	0.4	-0.6	-11	49	1	-2.0
CN(C)C(=C(C#N)C#N)N1CCN(c2ccc(Cl)cc2)CC1	-2	-11	-0.1	0.7	0.7	-12	2	-1	0.3
COc1ccc(CCN2C(=O)CCC2(C)C(=O)NC2CCCC2)cc1OC (stereo not given)	-1	18	-1.7	1.5	0.0	-8	-18	-2	2.4
CCN(CC)C(=O)c1ccc2nc(-c3ccccc3)c(-c3ccccc3)nc2c1	0	44	-0.8	0.0	0.6	-9	-246	-1	-0.9
CCn1c(COc2cccc(OC)c2)nnc1SCC(=O)Nc1ccccc1C(=O)OC	-1	18	-0.6	1.9	-1.4	-18	-17	-1	-0.6
COc1ccc(C(=O)Nc2ccc(Cl)cc2C(=O)NCc2ccco2)cc1OC	4	41	0.5	2.3	-0.2	-4	-43	-1	-1.2
CC1(C(=O)O)CC(C)(C(=O)O)CC(C)(C(=O)O)C1 (stereo not given)	2	5	2.1	-1.0	0.6	-14	8	3	-0.9

Three compounds drawn at random from those above:
SMILES	BaF3 tox	EP2 modulator	TRPN1 ag	S1P4 ag	TRPML3 agonist	S1P4 antagonist	m-calpain inh	Ba/F3 V617F tox	PERK inhibitor
CCn1c(COc2cccc(OC)c2)nnc1SCC(=O)Nc1ccccc1C(=O)OC	-1	18	-0.6	1.9	-1.4	-18	-17	-1	-0.6
COc1ccc(C(=O)Nc2ccc(Cl)cc2C(=O)NCc2ccco2)cc1OC	4	41	0.5	2.3	-0.2	-4	-43	-1	-1.2
COc1ccc(CCN2C(=O)CCC2(C)C(=O)NC2CCCC2)cc1OC (stereo not given)	-1	18	-1.7	1.5	0.0	-8	-18	-2	2.4

New compounds follow:
SMILES	BaF3 tox	EP2 modulator	TRPN1 ag	S1P4 ag	TRPML3 agonist	S1P4 antagonist	m-calpain inh	Ba/F3 V617F tox	PERK inhibitor
CCO[C@@H]1OC(C(N)=O)=C[C@H](c2ccc(C(F)(F)F)cc2)[C@H]1CCCO	2	-2	0.4	-0.8	0.4	6	-8	0	0.2
Cc1noc(C)c1C(=O)N(C)Cc1ccccc1	-4	13	1.0	1.1	0.2	8	7	-7	2.0
O=C(c1ccco1)N1CCN(S(=O)(=O)c2cccc3nsnc23)CC1	11	-2	1.4	0.5	0.4	-18	-3	4	-0.3
CCOC(=O)c1sc2nc(-c3cccnc3)ccc2c1N	3	-15	-1.3	1.1	-0.2	-19	-53	-6	0.2
Cc1ccc(S(=O)(=O)Nc2ccc(N(C)S(=O)(=O)c3ccc(C)cc3)cc2)cc1	0	-17	3.4	0.6	0.2	11	0	-1	-0.2
COC(=O)c1[nH]c(C)c(/C(O)=C2\C(=O)C(=O)N(CCN(C)C)C2c2cc(OC)ccc2OC)c1C (stereo not given)	4	18	-0.2	-0.8	0.4	-2	3	-3	1.1
Cc1c(Cl)cccc1NC(=S)N1CCN(c2ccccn2)CC1	5	-117	1.3	-1.1	1.2	-5	-25	-1	0.8
FC(F)Oc1cccc2cccnc12	3	23	0.9	0.3	0.6	-4	-8	1	0.6
CC(C)NC(=O)C(Sc1ccccc1)c1ccccc1 (stereo not given)	-1	17	-0.8	0.6	0.0	-19	-27	-5	-0.3
Cc1ccc(-c2nn(CC(=O)NCC3CCCO3)c(=O)c3ccccc23)cc1 (stereo not given)	1	2	-2.3	-1.4	0.1	8	-2	-2	-1.0
O=C1CCc2cc(S(=O)(=O)N3CCC(C(=O)NC4CCCCCCC4)CC3)ccc2N1	4	-15	-0.9	-0.2	-0.2	5	-2	5	-0.6
O=C(NC1=NN(c2ccccc2)CC1)Nc1ccccc1F	1	31	-1.4	0.3	0.3	-2	12	4	-0.1
Cc1ccc(CNC(=O)CN(Cc2ccccc2)S(C)(=O)=O)cc1	4	34	0.4	1.1	0.3	0	16	-3	0.6
O=C(CCCCn1c(=O)[nH]c2ccccc2c1=O)NCc1ccc2c(c1)OCO2	9	-26	-0.5	-1.1	-0.9	7	-9	7	0.4
Cc1ccc(C(=O)COc2ccccc2-c2ccccc2)cc1C	4	40	1.3	0.0	0.3	-15	-1	0	1.1
Cc1cccc(-n2cnc(C(=O)N3CCN(C)CC3)c2)n1	1	1	1.4	-0.1	0.8	9	-19	-1	1.9
O=C(CC1Nc2ccccc2NC1=O)Nc1ccc2c(c1)OCO2 (stereo not given)	11	-1	-1.4	0.0	0.3	-5	-16	1	0.3
CN(C)CCCNCCCCNC(=O)/C=N/O	1	11	1.1	2.5	0.6	0	3	-2	-0.2
OCCCNc1ncnc2c1[nH]c1ccccc12	-1	-23	1.1	0.3	0.8	-1	6	-3	1.2
CCN(CC)c1ncc(C#N)c(N)n1	-3	-19	-1.7	0.5	0.5	2	-7	-3	1.4
O=C(COC(=O)CSc1cc(Cl)ccc1Cl)Nc1ncc(C(F)(F)F)cc1Cl	5	34	-0.1	-1.1	-0.3	-8	24	-2	0.6
COc1ccccc1NC(=O)Nc1cc(C(C)(C)C)nn1C	0	-21	2.9	0.2	1.3	15	19	-5	0.2
CCOc1cc(NC(=O)C2CCCCC2)c(OCC)cc1NC(=O)c1ccccn1	7	-30&-39	0.7	0.0	0.7	-9	-153	1	-0.1
CC(=O)c1ccc(N2Cc3ccccc3/C2=N\C(=O)Nc2ccccc2)cc1	4	-3	0.7	-0.6	0.3	5	-13	-1	0.1
CCOc1ccc(NC(=O)CCN2CCN(c3ccccc3OC)CC2)cc1	1	10	0.9	0.5	0.6	10	-21	-2	-0.6
O=Cc1s/c(=N\S(=O)(=O)c2ccccc2)n(CCCCl)c1Cl	0	-55	1.6	-0.7	3.5	-2	-34	22	-0.1
Cc1ccc(CNC(=O)Nc2cccc(C)c2)cc1	5	-38	-1.1	-0.2	-0.9	-7	29	5	-1.4
O=C(OCCCN1CCOCC1)c1ccc(O)c(O)c1	-1	13	2.6	-0.1	1.2	0	-2	-2	3.4*
CCOc1ccc(C(=O)Nc2nc(C)c(C(=O)OC)s2)cc1	-1	-10	-0.9	-0.1	0.6	17	-34	-1	0.3
NC(=O)C1(N2CCCCC2)CCN(Cc2ccc(F)cc2)CC1	6	3	-0.6	-1.8	0.7	-25	0	2	-1.1
O=C(Nc1ccccc1Cl)c1ccccc1S(=O)(=O)c1ccccc1[N+](=O)[O-]	5	3	0.6	0.8	0.4	-18	-13	-2	0.5
CS(=O)(=O)c1ccc(C(=O)Nc2ccc(N3CCCCC3)cc2)c(Cl)c1	6	-27	-0.4	1.6	-1.4	11	5	4	-0.1
COc1ccc(N2C(=O)N(Cc3ccc(C)cc3)c3ccccc3S2(=O)=O)cc1	4	79*	0.8	3.1	0.6	-17	50*	1	0.0
CCOC(=O)C1CCN(C(=O)CN(c2cccc(C(F)(F)F)c2)S(C)(=O)=O)CC1	-5	1&13	2.6	0.5	0.8	1	4	-4	0.7
CCOC(=O)c1c(NC(=O)CN2CCN(C(=O)c3ccco3)CC2)sc(C(N)=O)c1C	6	2	1.0	0.5	1.3	-10	23	4	-1.1
CC(C)COc1nc2c(c(=O)n(C)c(=O)n2C)n1C	5	12	-0.2	-1.9	-0.9	-20	8	-4	0.7
CC(C)c1ccc(C(=O)Nc2ccc(N3CCOCC3)cc2)cc1	2	-5	3.2	0.0	0.7	-14	25	8	-0.5
O=C(CCc1nc2ccccc2c(=O)[nH]1)Nc1ccc(F)c([N+](=O)[O-])c1	5	-74	0.4	0.1	0.2	-22	-32	5	0.4
Cc1ccc(-n2c(C)cc(C)c(C#N)c2=O)cc1	6	2	0.7	0.2	-0.1	-4	-18	2	0.4
CCOC(=O)c1cc(C(C)(C)C)nc(SC)c1C#N	-1	0	-3.9	1.3	-0.2	-5	19	2	0.1
CCOC(=O)CSc1nc(N)c(C#N)c(CC(C)C)c1C#N	2	-7	1.7	2.3	0.7	-20	-19	-5	0.1
